MrgX1 PAM: positive allosteric modulators of MrgX1, primary screen, HEK293 cells, Fluo-4 calcium flux. 0.63% of 310,000 active. B-score at 10 µM. AID 588675, 2011. FDSS; stronger effect = higher value. Mas-related G-protein coupled receptor member X1 (Homo sapiens), Q96LB2;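 active = plate-corrected calcium response at least 3 library SD above typical, normal starting fluorescence, not activating the receptor alone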;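 also: compound read alongside a low EC10 to EC30 dose of BAM8-22 agonist; peak minus trough fluorescence over baseline measured at the second addition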
Target sequence (Q96LB2 whole entry, looked up): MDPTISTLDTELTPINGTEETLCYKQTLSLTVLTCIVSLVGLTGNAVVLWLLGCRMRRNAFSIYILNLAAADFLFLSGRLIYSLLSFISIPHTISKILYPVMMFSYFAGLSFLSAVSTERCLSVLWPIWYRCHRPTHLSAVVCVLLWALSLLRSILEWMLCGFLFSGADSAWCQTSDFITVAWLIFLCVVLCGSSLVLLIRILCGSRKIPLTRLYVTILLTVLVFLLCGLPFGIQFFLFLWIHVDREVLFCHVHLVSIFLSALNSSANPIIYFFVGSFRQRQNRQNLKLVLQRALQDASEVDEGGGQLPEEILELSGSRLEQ
HDAC3 inhib: HDAC3 deacetylase inhibitors, primary screen, biochemical, fluorescence, cell-free homogeneous; recombinant HDAC3, fluorogenic peptide/trypsin coupled; inhibition, % at 8.3 µM; 0.15% of 320,000 active; AID 2718, 2010; in the data active = inhibition above about 26%, passing the limit was not always enough; inconclusive = no clear call, values can overlap the other calls
Target sequence (O15379 whole entry, looked up): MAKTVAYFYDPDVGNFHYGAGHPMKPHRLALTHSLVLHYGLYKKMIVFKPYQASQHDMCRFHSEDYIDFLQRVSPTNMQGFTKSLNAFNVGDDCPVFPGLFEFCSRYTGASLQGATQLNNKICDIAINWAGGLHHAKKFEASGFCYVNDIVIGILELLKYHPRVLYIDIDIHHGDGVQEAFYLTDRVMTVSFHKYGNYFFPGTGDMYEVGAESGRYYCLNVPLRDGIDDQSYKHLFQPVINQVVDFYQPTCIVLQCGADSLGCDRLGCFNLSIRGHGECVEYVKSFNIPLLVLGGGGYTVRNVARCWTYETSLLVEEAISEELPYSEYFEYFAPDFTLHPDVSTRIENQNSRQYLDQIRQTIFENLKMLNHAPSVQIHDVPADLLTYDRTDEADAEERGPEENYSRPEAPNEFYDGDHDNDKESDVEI
ANO1 activ: TMEM16A chloride channel activators or potentiators, primary screen, cell-based, HTS; Anoctamin-1 (Mus musculus), Q8BHY3; B-score at 10 µM; AID 623877, 2012; HEK293 TMEM16A/YFP-H148Q/I152L, iodide quench fluorescence; stronger effect = lower value; 0.3% of 340,000 active;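 active = fluorescence-ratio B-score plate-corrected deviation score at least 3 library SD below zero, with starting fluorescence score within 5 deviations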;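 also: channel opened by trigger with iodide after compound preincubation; score built on the fluorescence ratio of max minus min over baseline; more negative score means more quench and so TMEM16A activation or potentiation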
MrgX1 antag: antagonists of human MrgX1 receptor, primary screen, HEK293 cells, Fluo-4 calcium flux; Mas-related G-protein coupled receptor member X1 (Homo sapiens), Q96LB2; BAM8-22 antagonism; stronger effect = lower value; B-score at 10 µM; 1.3% of 310,000 active; AID 588676, 2011;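 active = calcium-response B-score plate-corrected more than 3 library SD below zero, starting fluorescence within 5 deviations, no agonist response on first addition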;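 also: peak minus trough fluorescence over baseline after final BAM8-22 challenge near maximal dose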
TMEM16A inh: TMEM16A chloride channel inhibitors, primary screen, cell-based, HTS | Anoctamin-1 (Mus musculus), Q8BHY3 | HEK293 TMEM16A/YFP iodide influx fluorescence, ionomycin | normalized B-score (activity score, 25-100; higher = stronger inhibition) at 10 µM | 1.2% of 310,000 active | AID 588511, 2011;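 active = ratio plate-corrected score three or more library SD toward inhibition, starting fluorescence score within five deviations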;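 also: score derived from kinetic fluorescence span divided by baseline fluorescence per well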
MrgX1 ag: agonists of human MrgX1 receptor, primary screen, HEK293 cells, Fluo-4 calcium flux; Fluo-4 calcium fluorescence, agonist mode; stronger effect = higher value; Mas-related G-protein coupled receptor member X1 (Homo sapiens), Q96LB2; 0.44% of 310,000 active; B-score at 10 µM;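 active = calcium response B-score plate-corrected fluorescence ratio at least 3 library SD, with starting fluorescence B-score inside 5 SD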
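Material – MrgX1-expressing HEK293 cells · Input – 15,000 cells seeded per well · Dosing – compound as first of three additions · Times – overnight seeding, then 1 h dark dye loading · Measured by – kinetic Fluo-4 NW fluorescence of intracellular calcium · Read-out – B-scored fluorescence response ratio · Benchmarks – positive and negative control wells on each plate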
TRPC6 inhibitor: mouse TRPC6 channel inhibitors, primary screen, cell-based, HEK293, membrane potential dye; Short transient receptor potential channel 6 (Mus musculus), Q61143; ACh-evoked depolarization; stronger effect = lower value; B-score at 10 µM; 1.1% of 310,000 active; AID 2553, 2010;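 active = B-score under library mean minus 3 SD, initial fluorescence not abnormally high, positive integrated signal ratio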;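 also: B-score derived from integrated fluorescence ratio over the kinetic read; more negative B-score means stronger inhibition of depolarization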
SKKanGAS inh: S. pyogenes SKKanGAS growth inhibitors in kanamycin, primary screen, streptokinase expression inhibitor project, SKKanGAS strain, BacTiter-Glo luminescence; 6 h; inhibition, % at 7.5 µM; 1.3% of 300,000 active; AID 1662, 2009;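 active = mean replicate score, as percent of positive control median, at least 50; inconclusive = mean below 50 but one replicate at or above 50; inactive = mean and every replicate below 50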;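 also: strain carries kanamycin resistance gene driven by streptokinase promoter and grows in 40 µg/ml kanamycin; loss of luminescence reflects streptokinase promoter inhibition or plain growth inhibition; 0% = median of DMSO wells and 100% = positive control at its reference dose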
RGS4 pot: RGS4 potentiators or activators, primary screen, cell-based, HEK293 M3R inducible RGS4, calcium flux; carbachol calcium flux Fluo4; stronger effect = lower value; B-score at 10 µM; 0.92% of 310,000 active; AID 463111, 2010;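 active = B-score of the integrated calcium signal more than 4 SD below the library mean, with starting fluorescence not abnormally high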;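 also: negative B-score means reduced calcium response which marks RGS4 activation or potentiation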
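Detection: kinetic calcium fluorescence imaging with Fluo4-AM dye, 2 µM / Material: HEK293 cells with stable M3R and inducible RGS4 / Schedule: recording 10 s baseline at 1 Hz, 100 s post-agonist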
TRPC6 act: mouse TRPC6 channel activators, primary screen, cell-based, HEK293, membrane potential dye; Short transient receptor potential channel 6 (Mus musculus), Q61143; HEK293-TRPC6 membrane potential dye fluorescence; stronger effect = higher value; B-score at 10 µM; 0.13% of 310,000 active;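 active = B-score of the integrated fluorescence ratio above library mean plus 3 SD, and starting fluorescence ratio within library mean plus 5 SD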;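 also: higher score means more depolarization so channel activation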
RGS4 block: RGS4 inhibitors, primary screen, cell-based, HEK293 M3R inducible RGS4, calcium flux. Regulator of G-protein signaling 4 (Homo sapiens), P49798. Fluo-4 calcium flux; stronger effect = higher value; triggered by carbachol at its EC20. B-score at 10 µM. 0.45% of 310,000 active. AID 463165, 2010;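 active = B-score, a plate-corrected calcium signal, over three deviations above library mean, with baseline fluorescence within five deviations of library mean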;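 also: RGS4 expression induced by doxycycline in cells with stable M3 receptor; B-score is computed from the integrated fluorescence ratio over baseline after carbachol; higher B-score means a larger calcium signal and so more RGS4 inhibition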
Target sequence (P49798 whole entry, looked up): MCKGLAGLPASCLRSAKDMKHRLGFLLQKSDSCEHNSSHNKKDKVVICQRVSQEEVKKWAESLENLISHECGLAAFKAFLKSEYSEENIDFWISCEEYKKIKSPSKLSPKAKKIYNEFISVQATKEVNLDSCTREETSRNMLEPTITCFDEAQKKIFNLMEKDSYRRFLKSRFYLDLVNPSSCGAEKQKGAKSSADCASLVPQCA
* marks the source's active call; other numbers are inactive results; i = inactive; ? = inconclusive; · = no result given.

Each structure is followed by: MrgX1 PAM	HDAC3 inhib	ANO1 activ	MrgX1 antag	TMEM16A inh	MrgX1 ag	TRPC6 inhibitor	SKKanGAS inh	RGS4 pot	TRPC6 act	RGS4 block
[1] Cc1ccccc1-c1nnn(CC(=O)N2CCN(C(=O)c3ccco3)CC2)n1
  i	-5	i	i	i	i	i	5	i	i	i
[2] O=C(COC(=O)/C=C/c1cccc(Cl)c1)NCCc1ccc(Cl)cc1Cl
  i	-2	i	i	i	i	i	1	i	i	i
[3] COC(=O)c1ccc(/C=C/c2ccc3cccc(OC)c3n2)cc1
  i	0	i	i	i	i	i	?	i	i	i
[4] Cc1cccc(-c2nc(S(=O)(=O)c3ccccc3)c(N3CCOCC3)o2)c1
  i	5	i	i	i	i	i	13	i	i	i
[5] COC(=O)[C@]1(Cc2ccccc2)N[C@H](c2ccc(-c3ccccc3)cc2)[C@@H]2C(=O)N(C)C(=O)[C@@H]21
  i	7	i	i	i	i	i	2	i	i	i
[6] COc1ccc(NC(=O)Nc2cc(F)ccc2C)cc1
  i	-1	i	i	i	i	i	-4	i	i	i
[7] Cc1cc(N(C)C)cc(C)[n+]1[O-]
  i	3	i	i	i	i	i	0	i	i	i
[8] CCc1ccc(NC(=O)CSc2ccc(-c3sc(C)nc3C)nn2)cc1
  i	9	i	i	i	i	i	10	i	i	i
[9] O=C(CCCCCl)Nc1c2c(nc3ccccc13)CCC2
  i	2	i	i	i	i	i	0	i	i	i
[10] Nc1nc(NCc2ccc(Cl)cc2)nc(NCCO)c1[N+](=O)[O-]
  i	6	i	i	i	i	i	0	i	i	i
[11] S=C(NCCc1ccccn1)Nc1cccc(Cl)c1
  i	-1	i	i	i	i	i	-1	i	i	i
[12] O=C(c1ccc(S(=O)(=O)NCc2ccco2)cc1)N1CCN(Cc2ccc3c(c2)OCO3)CC1
  i	4	i	i	i	i	i	-4	i	i	i
[13] COc1ccccc1N1CCN(/N=C/c2ccc(O)c(O)c2)CC1
  i	-3	·	i	i	i	i	8	i	i	i
[14] Cc1cccc2cc(CN(CCCO)C(=O)Nc3ccccc3Cl)c(=O)[nH]c12
  i	10	i	i	i	i	i	-3	i	i	i
[15] Fc1ccccc1-c1nc(NCc2ccco2)c2ccccc2n1
  i	·	i	i	i	i	i	-6	i	i	i
[16] O=C(NCc1ccccc1)C(=O)NCC1OCCCN1S(=O)(=O)c1cccs1 (stereo not drawn)
  i	0	i	i	i	i	i	-2	i	i	i
[17] O=C(Cn1nnc(-c2ccncc2)n1)N1CCc2ccccc21
  i	-1	·	i	i	i	i	0	i	i	i
[18] COc1ccccc1CNC(=O)C1CCN(C(=O)c2sccc2-n2cccc2)CC1
  i	-7	i	i	i	i	i	-4	i	i	i
[19] CC(c1ccccc1)n1c(SCC(=O)N2CC(=O)Nc3ccccc32)nc2ccccc2c1=O (stereo not drawn)
  i	7	i	i	i	i	i	8	i	i	i
[20] O=C(CCN1C(=O)/C(=C\C=C\c2ccccc2)SC1=S)Nc1cccc(C(=O)O)c1
  i	·	i	i	i	i	i	12	i	i	i
[21] Cc1ccccc1C(=O)NNc1ccc(-c2csnn2)cc1
  i	-10	i	i	i	i	i	3	i	i	i
[22] CCCCNC1=NCCS1
  i	2	i	i	i	i	i	2	i	i	i
[23] COc1ccccc1NS(=O)(=O)c1cc(C(=O)NCC(c2ccc(F)cc2)N2CCOCC2)ccc1C (stereo not drawn)
  i	4	i	i	i	i	i	15	i	i	i
[24] Cc1ccccc1C(=O)OCCCN=C1NS(=O)(=O)c2ccccc21
  i	1	i	i	i	i	i	-3	i	i	i
[25] CCCNC(=S)NNC(=O)c1cc(C2CC2)nc2ccccc12
  i	7	i	i	i	i	i	-8	i	i	i
[26] CCC(=O)N1N=C2CC(C)(C)OCC2C1c1ccccc1 (stereo not drawn)
  i	-3	i	i	i	i	i	-3	i	i	i
[27] CSCCNC(=O)c1ccc(OC2CCN(S(=O)(=O)N(C)C)CC2)cc1
  i	0	i	i	i	i	i	3	i	i	i
[28] O=C(/C=C/c1cn(-c2ccccc2)nc1-c1ccc2c(c1)OCCO2)NCCO
  i	5	i	i	i	i	i	7	i	i	i
[29] CCn1c(SCC(=O)Nc2ccccc2F)nnc1-c1cnccn1
  i	2	i	i	i	i	i	-1	i	i	i
[30] COC(=O)COc1ccc(S(=O)(=O)N2CCOCC2)cc1C
  i	-3	i	i	i	i	i	-6	i	i	i
[31] Cc1cc(=O)[nH]c2c(C)cc(S(=O)(=O)N3CCOCC3)cc12
  i	-3	i	i	i	i	i	-4	i	i	i
[32] CSc1nc(N)n2nc(-c3ccc(Cl)cc3)cc2n1
  i	6	i	i	i	i	i	8	i	i	i
[33] CSc1ccc(C(=O)C2CCCN(C(=O)CCn3cncn3)C2)cc1 (stereo not drawn)
  i	9	i	i	i	i	i	-2	i	i	i
[34] CCOC(=O)c1cnn(-c2nc(SC)nc3sc4c(c23)CCC4)c1N
  i	-16	i	i	i	i	i	0	i	i	i
[35] COc1cc(NC(=O)CCNS(=O)(=O)c2ccc3c(c2)CCC(=O)N3)cc(OC)c1
  i	-1	i	i	i	i	i	-4	i	i	i
[36] Cc1c(-n2c(SCC(=O)O)nnc2-c2ccccc2Br)c(=O)n(-c2ccccc2)n1C
  i	·	i	i	i	i	i	-3	i	i	i
[37] Cc1cccc(NCc2ccccc2O)n1
  i	6	i	i	i	i	i	8	i	i	i
[38] O=C(CNc1ccc2ccccc2c1)N/N=C/C=C/c1cccc([N+](=O)[O-])c1
  i	?	i	i	i	i	i	10	i	i	i
[39] Clc1ccccc1Cn1nnc(-c2ccccc2)n1
  i	-2	i	i	i	i	i	14	i	i	i
[40] Cc1ccc(C)c(NC(=S)N/N=C/C(C)c2ccccc2)c1 (stereo not drawn)
  i	-1	i	i	i	i	i	1	i	i	i
[41] O=C(Nc1nccs1)c1cccc(N2C(=O)C3C4C=CC(C4)C3C2=O)c1 (stereo not drawn)
  i	1	i	i	i	i	i	3	i	i	i
[42] CC(=O)Nc1ccc(S(=O)(=O)N2C(=O)c3cccc4cccc2c34)cc1
  i	-2	·	i	i	i	i	-7	i	i	i
[43] O=C(Cc1c(F)cccc1Cl)Nc1ncc([N+](=O)[O-])s1
  i	-1	i	i	100*	i	i	26	i	i	i
[44] CC(C)(C)OC(=O)N[C@@H](Cc1ccccc1)C(=O)N1CCC(C(=O)NCC(=O)O)CC1
  i	3	i	i	i	i	i	5	i	i	i
[45] Cc1ccc(Cn2c(=O)cc(C(=O)O)c3ccccc32)cc1
  i	-7	i	i	i	i	i	0	i	i	i
[46] Cc1ccc(-n2ccnc(SCC(=O)NC3CCCC3)c2=O)cc1Cl
  i	·	i	i	i	i	i	-7	i	i	i
[47] CCOC(=O)c1c(C)c(C(=O)OCC)n(C)c1C
  i	-6	i	i	i	i	i	-3	i	i	i
[48] CC1CC(C)CN(CCCNC(=O)c2cc3c(=O)[nH]c4ccccc4c3n2C)C1 (stereo not drawn)
  i	-7	i	i	i	i	i	0	i	i	i
[49] COc1cccc(C2CC(c3cccc(Br)c3)n3nc(N)nc3N2)c1 (stereo not drawn)
  i	2	i	i	i	i	i	-2	i	i	i
[50] CC(=O)c1ccc(N2CCN(C(=O)c3cc(C)on3)CC2)cc1
  i	8	i	i	i	i	i	2	i	i	i
[51] COCCn1cc(C(=O)N2CCC(C)CC2)c2c3ccccc3n(C)c2c1=O
  i	-7	i	i	i	i	i	-5	i	i	i
[52] COCCn1c(SCC(=O)Nc2ccc(OC)cc2)nnc1-c1ccoc1C
  i	-7	i	i	i	i	i	4	i	i	i
[53] O=C(Nc1nc(-c2ccccn2)cs1)C1COc2ccccc2O1 (stereo not drawn)
  i	1	i	i	i	i	·	·	·	·	·
[54] CC(=O)Nc1ccccc1NC(=O)C/C(C)=N/NC(=O)Cc1cccc2ccccc12
  i	0	i	i	i	i	i	0	i	i	i
[55] CCC(=O)NC(Nc1nc(C)cs1)(C(=O)OC)C(F)(F)F (stereo not drawn)
  i	-2	i	i	i	i	i	1	i	i	i
[56] CN1C(=O)/C(=C/C=C2\SCCN2C)OC1=S
  i	-3	i	i	i	i	i	5	i	i	i
[57] O=C(CCC(=O)Nc1ccccc1Cl)NNC(=O)Nc1cccc([N+](=O)[O-])c1
  i	-9	i	i	i	i	i	1	i	i	i
[58] O=C(Nc1nncs1)C12CC3CC(CC(C3)C1)C2
  i	3	i	i	i	i	i	-4	i	i	i
[59] CCN(CC)c1nc(OCCNC(=O)Nc2ccccc2)nc(N(CC)CC)n1
  i	?	i	i	100*	i	i	5	i	i	i
[60] O=C(CSc1nnc(COc2ccc(F)cc2)o1)N1c2ccccc2CCc2ccccc21
  i	-3	i	i	i	i	i	2	i	i	i

(cont.)
Each structure is followed by: MrgX1 PAM	HDAC3 inhib	ANO1 activ	MrgX1 antag	TMEM16A inh	MrgX1 ag	TRPC6 inhibitor	SKKanGAS inh	RGS4 pot	TRPC6 act	RGS4 block
[61] COc1ccc(-n2c(SCC(=O)Nc3ccc(C(=O)O)cc3)nnc2-c2ccccc2)cc1OC
  i	·	i	i	i	i	i	-1	i	i	i
[62] CCOC(=O)/C=C1\SCC(=O)N1CC(=O)NCc1cccc(Cl)c1
  i	-2	i	i	i	i	i	0	i	i	i
[63] CCN(CC)S(=O)(=O)c1cc(NC(=O)COc2ccc(C#N)cc2OC)ccc1C
  i	0	i	-6.8*	i	i	i	2	i	i	i
[64] Cc1nc(C(=O)NNC(=O)c2ccc(Cl)cc2)cs1
  i	3	i	i	i	i	i	-3	i	i	i
[65] COc1ccc(S(=O)(=O)N(C)CC(=O)Nc2ccc(C(N)=O)cc2)cc1OC
  i	-4	i	i	i	i	i	-10	i	i	i

Compound activity as filed in PubChem.
